# Compound activity from PubChem BioAssay.
# hcGAS inh = blocks human cGAS activity; Q8N884; recombinant h-cGAS, ATP depletion, Kinase-Glo luminescence; inhibition, % at 12.5 µM; hit rate 0.081% among 290,000; AID 1259398;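 note: 0% = vehicle reaction and 100% = reaction without DNA for no activity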
# Target sequence (Q8N884 whole entry, looked up): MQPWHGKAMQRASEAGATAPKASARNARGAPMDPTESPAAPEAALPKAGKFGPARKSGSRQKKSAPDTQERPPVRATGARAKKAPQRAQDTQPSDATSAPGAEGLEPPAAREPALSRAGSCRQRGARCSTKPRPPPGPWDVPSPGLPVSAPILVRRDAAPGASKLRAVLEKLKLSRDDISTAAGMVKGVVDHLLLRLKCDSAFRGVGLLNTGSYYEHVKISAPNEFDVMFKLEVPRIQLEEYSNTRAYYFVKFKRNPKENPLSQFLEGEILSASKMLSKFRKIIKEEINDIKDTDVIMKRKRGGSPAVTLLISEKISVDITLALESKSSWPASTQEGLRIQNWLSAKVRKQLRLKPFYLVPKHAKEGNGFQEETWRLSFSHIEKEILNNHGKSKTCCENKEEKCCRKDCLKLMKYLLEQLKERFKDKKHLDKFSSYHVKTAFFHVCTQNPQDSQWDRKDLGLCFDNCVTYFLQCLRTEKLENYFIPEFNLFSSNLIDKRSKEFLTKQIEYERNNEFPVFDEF
# mcGAS inh = mouse cGAS inhibition by luminescence; Q8C6L5; recombinant cGAS, Kinase-Glo ATP depletion luminescence; inhibition, % at 12.5 µM; hit rate 0.15% among 160,000; AID 1259399;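 note: 0% = negative control wells and 100% = reference inhibitor with no enzyme activity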
# NPYLR7 agonist = activates Aedes aegypti NPYLR7 receptor. HEK293T NPYLR7/Galpha15, GCaMP6s calcium fluorescence. activation, % at 10 µM. hit rate 0.15% among 270,000. AID 1259423; in the data active = activation above about 40%;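 note: 0% = vehicle and 100% = reference agonist at the receptor; some compounds past the cut are filed as inactive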
# Numbers without * were called inactive; . = not tested or not shown; & = joins results of further samples. Cut-off read from the data, not from the text of the source, unless noted: active = inhibition above about 40%; inactive = the rest.
Structure,hcGAS inh,NPYLR7 agonist,mcGAS inh
C=CCCC(=O)N1CCC(c2cn(Cc3ccc(C(F)(F)F)cc3)c3ccccc23)CC1,-2,26,-8
C=CCN1C(=O)C(Cc2ccc(OC)cc2)S/C1=N/N=C\c1cccs1 (centres undefined),1,88*,-5
Cc1noc(-c2cccs2)c1C(=O)NCCC1(C)OCCO1,-6,20,-4
O=C(C1CCCCC1)N(CCN1CCOCC1)c1nc2ccc(Cl)cc2s1,-6,17,.
Cc1ccc(Cn2nnc3c(=O)n(Cc4ccc(C(F)(F)F)cc4)cnc32)cc1,4,2,.
N#CC(C(=O)N1CCOCC1)C(=S)Nc1ccccc1 (centres undefined),5,2,-3
COc1ccc(NC(=O)C2(NC(=O)C3CC(=O)N(C(C)C)C3)CCCC2)cc1OC (centres undefined),-6,5,.
COc1ccccc1C(=O)N1CCN(c2nc(Cc3ccc(C)cc3)nc3onc(-c4cccnc4)c23)CC1,-2,20,-6
COc1ccc(NC(=O)COc2cc(C)nc(N3CCc4ccccc4C3)n2)cc1Cl,-6,1,.
CCOC(=O)CC(=O)N1CCC(c2nc(-c3ccc(Cl)cc3)no2)CC1,-4,-6,-7
Cc1ccc(-c2ccnc(N3CCC4(CC3)CNC(=O)C4)n2)c(C)n1,-6,1,.
c1cc(C2CN(c3nccc4occc34)C2)ccn1,-7,12,.
CCn1ncc(C(=O)NCC(c2sccc2C)N(C)C)c1C (centres undefined),-2,-7,.
CCCC(=O)N1CCC(NC(C)c2ncccc2C)CC1 (centres undefined),-6,5,.
CSCC(=O)N1CCC(CCC(=O)NC2CCN(Cc3ccccc3)C2)CC1 (centres undefined),-9,14,.
Cc1ccc(F)cc1S(=O)(=O)N1CCC(CO)(CCc2ccccc2)CC1,-4&4,4&3,.
CCOc1cccc(N2CCN(C(=O)c3ccc([N+](=O)[O-])cc3)C(C)C2=O)c1 (centres undefined),-2,22,-6
COc1ccccc1/C=C/CN1C[C@H](N(C)C)C[C@H]1CO,-6,8,.
CC(C)S(=O)(=O)N1CCC(C(NC(=O)c2ccc(F)cc2)C(=O)N2CCOCC2)CC1 (centres undefined),-8,3,-5
CC1(C)CC(Nc2ncnc3[nH]ncc23)CC(C)(C)N1,-9,2,.
CCOc1nc(-c2ccc(C(F)(F)F)cc2)n(-c2ccc(NC(=O)Nc3ccc(OC)cc3)cc2)n1,-6,2,-2
COc1ccc(-c2csc(-n3[nH]c(-c4ccccc4)c(N=Nc4ccc(NC(C)=O)cc4)c3=O)n2)cc1,-5,22,-1
CCOCCn1c(=O)c2c(nc3n2CCCN3c2ccc(F)cc2)n(C)c1=O,-10,-5,.
CC(=O)c1cccc(Oc2nc(C)cc(C)n2)c1,3,6,.
CCCC(=O)NCCOc1ccc2nnc(-c3cccc(OC)c3)n2n1,-4,-11,-9
COc1ccc(-c2nn(-c3cc(C)ccc3C)c(OC(C)=O)c2-c2ccc(NC(=O)C3CC3)cc2)c(OC)c1,-1,0,-3
COc1ccc(CCOC(=O)C2CCCCN2C(=O)CCC(=O)c2ccc(F)cc2)cc1OC (centres undefined),-6,-6,-4
CCOc1ccccc1Nc1nnc(SCC(=O)N(C)C2CCCCC2)s1,-3,0,-3
Cc1cccc(OCC2=NN3C(=N)/C(=C\c4ccc(OS(C)(=O)=O)cc4)C(=O)N=C3S2)c1,-1,-1,.
O=C(Cc1ccc(Cl)cc1)NC1CC2CCC(C1)N2CCc1ccccc1 (centres undefined),-6,3,-6
O=C1N[C@@H]2CCN(C(=O)C3CCCCC3)[C@@H]2C(=O)N1Cc1ccccc1,-2,-9,-7
CCNC(=O)C1(C)CCN(Cc2ccc(C#N)cc2)C1 (centres undefined),-16,0,.
CCC(C)(C)NC(=O)C1CC(=O)N(N(C)c2ccccc2)C1 (centres undefined),-2,-2,-3
COCCN(Cc1c(-c2ccccc2)noc1N1CCN(C)CC1)C(=O)c1ccco1,-5,14,-6
O=C(Cc1cnn(-c2ccccc2)c1)NCCC(=O)N1CCCc2ccccc21,6,-5,.
Cc1ccc(CN2CCN(C(=O)CCN3C(=O)c4ccccc4C3=O)CC2)cc1,-3,0,-5
COCCN(CCOC)C(=S)NCc1ccc(F)cc1,-3,-9,-7
Cc1cc2nnc(SCC(=O)NCCC(C)C)n2c2ccccc12,-6,-2,.
CN(Cc1n[nH]c2c1CCCCC2)C(=O)c1cc(-c2cccn2C)n[nH]1,-4,-6,-16
Cc1ncc(C(=O)Nc2ccc(OC(F)F)c(F)c2)[nH]1,-27,-8,.
CN(Cc1ccccc1)C1(C(=O)NCCN2CCOCC2)Cc2ccccc2C1,-8,16,.
CCCCCn1c(C)cc(=O)[nH]c1=O,-3,-6,.
CN(CC(=O)N1CCOCC1)c1nc(C2CC2)nc2c1CCC2,2,.,-1
CC(C)NC(=O)c1coc(CN(Cc2ccc(F)cc2)Cc2cccs2)n1,-1,-1,-4
CCc1nc(CNC(=O)C(CC)n2cc(C(C)=O)c3ccccc32)cs1 (centres undefined),-4,17,-16
CCCCN(CC(=O)N1c2ccccc2-n2cccc2C1c1ccc(Cl)cc1)C(=O)Nc1ccc(OCC)cc1 (centres undefined),-2,15,-5
COc1ccc(C2=NN(C(=O)CN3CCCCC3C)C(c3ccccc3)C2)c(OC)c1 (centres undefined),-3,-1,-4
COc1cc(-c2ccnc(N3CCN(C(=O)COc4c(F)c(F)c(F)c(F)c4F)CC3)n2)cc(OC)c1OC,-4,14,-5
CCNCC1CC(c2ccc(OC)cc2)=NO1 (centres undefined),-9,0,.
COc1ccc(-n2nc3c(c2NC(=O)c2cccc(OC)c2OC)CS(=O)(=O)C3)cc1,-1,-4,.

# Four compounds drawn at random from those above:
Structure,hcGAS inh,NPYLR7 agonist,mcGAS inh
COc1ccccc1/C=C/CN1C[C@H](N(C)C)C[C@H]1CO,-6,8,.
Cc1ccc(F)cc1S(=O)(=O)N1CCC(CO)(CCc2ccccc2)CC1,-4&4,4&3,.
COc1ccc(NC(=O)C2(NC(=O)C3CC(=O)N(C(C)C)C3)CCCC2)cc1OC (centres undefined),-6,5,.
CCNC(=O)C1(C)CCN(Cc2ccc(C#N)cc2)C1 (centres undefined),-16,0,.

# Next section:
Structure,hcGAS inh,NPYLR7 agonist,mcGAS inh
CCCCNC(=O)N(CCCOC)Cc1c(C)nn(-c2cccc(F)c2)c1N1CCN(C)CC1,-8,1,-4
COc1cc(Br)cc(C=Nc2ncn[nH]2)c1O,3,3,.
CCOc1ccc(-n2c(C)cn3c4c(=O)n(CCN5CCOCC5)c(=O)n(C)c4nc23)cc1,-3,1,.
Cc1nc(C)c(Cc2ccc([N+](=O)[O-])cc2)c(N2CCN(C(=O)COCc3ccccc3)CC2)n1,1,.,-5
COc1ccc(NC(=O)CCC2CCN(Cc3ccc(SC)cc3)CC2)c(OC)c1,-8,8,.
O=C(CCCCCN1C(=O)c2cccc3cccc(c23)C1=O)NO,-2,0,-5
Cn1c(=O)c(C(=O)Nc2ccc(Br)cc2)c(O)c2ccccc21,5,-3,-5
COc1ccccc1NC(=O)c1c(N=Cc2c(O)ccc3ccccc23)cnn1C,-5,1,-5
CCOC(=O)C1(C/C=C/c2ccccc2)CCCN(C(=O)C2=C(C)OCCO2)C1 (centres undefined),-8,22,.
CC(C)CCSc1nc2ncn(C)c2c(=O)[nH]1,-2,2,.
Cn1c(=O)[nH]c(=O)c2c1nc(N1CCN(Cc3ccccc3)CC1)n2Cc1ccccc1,-2,17,.
COc1cccc(Cc2nsc(N3CCC(CNC(=O)c4cccc(Br)c4)CC3)n2)c1,-5,36,-6
CSc1nccc(-c2ccc(O)cc2)n1,-5,13,.
O=C(O)c1coc(CN(Cc2ccccc2)Cc2ccc(C(F)(F)F)cc2)n1,0,9,-4
COc1ccc(-n2nnnc2CNC(=O)CCc2ccccc2)cc1,3,-4,-1
COc1cc(-c2nccn2CCCc2ccccn2)cc(OC)c1O,-4,4,.
CN(CCOc1ccccc1Cl)Cc1nnsc1Cl,-11,12,.
c1ccc(OCCn2c(SCc3cccc4ccccc34)nc3ccccc32)cc1,-5,-2,-6
Cc1ccc(-n2c(CNC(=O)Nc3ccccc3C)nnc2SCc2ccccc2C)cc1,-7,13,-5
Cc1nonc1CN(C)C(=O)CC1C(=O)NCCN1CCC(C)C (centres undefined),-7,14,-11
O=C(COc1ccccc1F)N1c2ccccc2NC(=O)C12CCCC2,-2,-22,.
O=C(NC1CCN(c2ccccc2C(=O)N2CCOCC2)CC1)c1cccs1,-4,21,-5
O=C(CN1CCC(N2CCCC(CO)C2)CC1)Nc1ccc(Cl)cc1F (centres undefined),-12,-3,.
CCc1nc2ccc(C(=O)NCCCn3ccnc3)cn2c1N(C)Cc1ccc(NC(C)=O)cc1,-7,5,-3
CC(C)C1N=C2c3ccccc3N=C(SCc3cc(=O)n4cc(Br)ccc4n3)N2C1=O (centres undefined),-11,26,.
CCN1CC(C)Oc2ccncc2S1(=O)=O (centres undefined),-11,9,0
O=S(=O)(NCc1ccc(CN2CCOCC2)cc1)c1ccccc1Br,-6,1,.
O=C(CCN(CCCN1CCOCC1)c1nc(C2CC2)nc2ccccc12)NCc1cccc(C(F)(F)F)c1,-4,10,-4
COc1c2ccoc2nc2c(OC)c(O)ccc12,7,3,-2
CC(C)Cn1c(N)c(C(=O)CSc2nncs2)c(=O)n(C)c1=O,-4,4,.
COc1cc(NC(=O)CSc2nnc(C)n2C)cc(OC)c1,-9,2,-8
COCCCN(Cc1ccc([N+](=O)[O-])cc1)Cc1cccn1Cc1cccc(C)c1,-6,28,-4
O=C1C(SCCO)=C(SCCO)C(=O)c2ccccc21,-1,-5,12
COc1cc(NC(=O)C(F)(F)c2ccccc2)ccc1NS(C)(=O)=O,-8,6,.
Cc1c(C(=O)N2CCN(CC(=O)Nc3cccc(F)c3)CC2)sc2ccccc12,-6,9,.
O=C(NCCC1=CCCCC1)Nc1cccc(-c2nc(C3CC3)no2)c1,-5,9,.
Cc1cc(C)n(Cc2ccc(C(=O)N3[C@@H]4CC[C@H]3CN(C)C(=O)C4)cc2)n1,-2,-1,-11
Cc1cc(C)c(-c2c(-c3ccccc3)ncn2CCOCCO)c(C)c1,-1,2,-10
CC12CCC(C(=O)O)(C(Br)C1=O)C2(C)C (centres undefined),-11,14,-4
NC(=O)CSc1nc2c([nH]c3ccccc32)c(=O)n1-c1cccc(Cl)c1,-3,1,-5
CN(Cc1ccccc1O)C(=O)c1cc(Cl)c2c(c1)OCCCO2,-14,0,.
O=C1OC2(C(=O)c3ccccc3C2=O)C(=C(O)c2ccc(Cl)cc2)C1=O,-6,11,-2
Nc1ccccc1C1SCC(=O)N1c1ccccc1F (centres undefined),-1,3,.
Cc1ccc(-n2cc(CN(C)Cc3cccnc3)c(-c3ccc(F)cc3)n2)cc1,0,5,.
OCCNc1cc(-c2cccc(C(F)(F)F)c2)ncn1,-4,9,.
COc1cccc(N=c2scc(-c3ccccc3)n2-c2cccc(Oc3ccccc3)c2)c1,-6,-4,-4
COCCNc1nc2cc(-c3cccc(Cl)c3)sc2c(=O)n1C,-12,4,.
COC(=O)c1ccc(COC(CN2CCN(C(=O)c3cccn3C)CC2)c2ccc(Cl)cc2)cc1 (centres undefined),-6,3,-5
CCC1CCCCN1CCCNC(=O)c1c(O)nc2cc(C)ccn2c1=O (centres undefined),-7,0,-8
Cc1ccc(C(=O)NC2CCCCC2)cc1S(=O)(=O)N1CCOCC1,-3&-5,-4&1,-7&-5

# The results go on:
Structure,hcGAS inh,NPYLR7 agonist,mcGAS inh
Cc1ccc2[nH]cc(C3CCN(C(=O)c4cccnc4Sc4ccc(Cl)cc4)CC3)c2c1,-2,23,-6
Cc1noc(C)c1S(=O)(=O)NC1CC2CCC1(C)C2(C)C (centres undefined),1,-3,.
CCOC(=O)N1CCN(Cc2ccc3c(c2)CN(C(=O)C2CC(=O)N(CCOC)C2)CCO3)CC1 (centres undefined),-5,0,-9
COc1ccc(OC)c(CN(Cc2ccc(F)cc2)Cc2nc(C(=O)NCc3ccc(F)cc3)co2)c1,5,11,-2
CN(Cc1ccnc2ccccc12)C(=O)c1cc(-c2ccccc2)n[nH]1,-2,1,-16
CN=c1scc(C)n1N=Cc1ccc(O)cc1,-14,2,.
CCOC(=O)c1nn(-c2ccccc2)c(=O)cc1OCC(=O)Nc1ccc(C)c(Cl)c1,-2,9,.
COc1ccc(OCC(=O)N=Nc2c(O)[nH]c3c(C)cc(C)cc23)c(Br)c1,-4,29,-6
CCCNC(=O)CCCn1nc(CC)n2c(cc3sc(CC)cc32)c1=O,-2,17,-2
Cc1ccc2oc(-c3cc(NC(=O)c4ccc(C)c([N+](=O)[O-])c4)ccc3O)nc2c1,-2,-3,-2
COCCN(C(=O)c1nn(-c2ccc(C)cc2C)nc1C)C(C)COC (centres undefined),-1,1,.
O=C1C(=O)N(Cc2ccccc2)c2c(Br)cccc21,-6,8,.

# Full records as entered above. Order of screens: hcGAS inh, NPYLR7 agonist, mcGAS inh
# Results for `CCOC(=O)N1CCN(Cc2ccc3c(c2)CN(C(=O)C2CC(=O)N(CCOC)C2)CCO3)CC1` (centres undefined) : -5, 0, -9
# Results for `CCOC(=O)c1nn(-c2ccccc2)c(=O)cc1OCC(=O)Nc1ccc(C)c(Cl)c1` : -2, 9, .
# Results for `COc1ccc(OCC(=O)N=Nc2c(O)[nH]c3c(C)cc(C)cc23)c(Br)c1` : -4, 29, -6
